# KCNQ1 pot: potentiates or activates the human KCNQ1 potassium channel; B-score at 10 µM; 310,000 compounds, 0.35% hits; CHO-K1 KCNQ1, thallium flux FluxOR fluorescence; active compounds read high;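 active means fluorescence ratio B-score, a plate-corrected score, at least three library SD, with initial intensity B-score within 5 SD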
# Target sequence (P51787 whole entry, looked up): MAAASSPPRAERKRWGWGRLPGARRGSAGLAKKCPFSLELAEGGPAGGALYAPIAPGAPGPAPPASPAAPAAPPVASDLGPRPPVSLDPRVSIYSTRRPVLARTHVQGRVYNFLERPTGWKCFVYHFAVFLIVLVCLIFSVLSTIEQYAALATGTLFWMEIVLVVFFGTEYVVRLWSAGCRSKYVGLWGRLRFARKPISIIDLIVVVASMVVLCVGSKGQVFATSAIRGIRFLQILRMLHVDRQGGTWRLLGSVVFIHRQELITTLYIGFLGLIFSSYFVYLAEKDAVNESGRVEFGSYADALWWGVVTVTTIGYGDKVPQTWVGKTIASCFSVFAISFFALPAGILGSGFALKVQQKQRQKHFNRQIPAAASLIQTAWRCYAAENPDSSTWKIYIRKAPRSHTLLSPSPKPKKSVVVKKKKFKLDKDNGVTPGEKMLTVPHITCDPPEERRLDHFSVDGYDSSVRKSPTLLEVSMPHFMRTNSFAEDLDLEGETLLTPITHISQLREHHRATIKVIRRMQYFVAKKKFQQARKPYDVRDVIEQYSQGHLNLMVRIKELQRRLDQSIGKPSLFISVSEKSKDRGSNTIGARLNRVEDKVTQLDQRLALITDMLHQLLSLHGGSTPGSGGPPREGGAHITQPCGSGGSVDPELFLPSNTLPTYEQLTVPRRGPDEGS
#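 System: CHO-K1 cells stably expressing KCNQ1 / Medium: assay buffer for compound exposure, DMSO matched across wells / Reagent: thallium- and potassium-containing depolarizing buffer / Compound: one concentration, matched DMSO / Incubation: 20 min compound pretreatment at room temperature / Measured by: kinetic FluxOR fluorescence, 10 s baseline plus 110 s post-stimulus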
# TRPC4 PAM: allosterically enhances the mouse TRPC4 cation channel; Q9QUQ5; HEK293 TRPC4beta/mu-opioid, DAMGO EC20, Fluo-4 Ca2+ flux; active compounds read high; B-score at 10 µM; 310,000 compounds, 0.42% hits;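 active means B-score of calcium response area above 5 SD of library B-scores, with initial fluorescence ratio within 5 SD of library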;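 further: B-score of integrated fluorescence ratio over time as area under calcium response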
# KCNK9 inh: human KCNK9 channel inhibition | HEK293 KCNK9, FluxOR thallium flux fluorescence; active compounds read low | B-score at 10 µM | 310,000 compounds, 1.2% hits | AID 488922;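 active means ratio B-score over 3 SD below the library mean, with starting fluorescence within 5 SD of its mean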;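 further: negative B-score means less thallium flux so channel inhibition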
# Target sequence (Q9NPC2 whole entry, looked up): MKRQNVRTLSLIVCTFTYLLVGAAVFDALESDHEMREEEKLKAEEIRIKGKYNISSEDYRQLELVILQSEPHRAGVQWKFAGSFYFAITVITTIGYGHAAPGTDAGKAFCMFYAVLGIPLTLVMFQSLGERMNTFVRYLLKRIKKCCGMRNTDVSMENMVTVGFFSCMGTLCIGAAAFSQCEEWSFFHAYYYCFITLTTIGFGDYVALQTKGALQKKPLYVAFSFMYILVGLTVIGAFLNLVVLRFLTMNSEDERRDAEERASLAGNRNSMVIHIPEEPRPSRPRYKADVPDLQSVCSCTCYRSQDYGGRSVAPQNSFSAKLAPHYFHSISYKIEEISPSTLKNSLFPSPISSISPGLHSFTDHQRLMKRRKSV
# KCNK3 inh: human KCNK3 channel inhibition, primary screen. O14649. 340,000 compounds, 0.84% hits. B-score at 10 µM. CHO-KCNK3 thallium flux, FluxOR fluorescence; active compounds read low;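 active means B-score under library mean minus 4 SD, starting fluorescence ratio at most library mean plus 5 SD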;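 further: more negative B-score means stronger inhibition of thallium flux through KCNK3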
# Platelet DG rel: modulates dense granule release in human platelets; inhibition, %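 (compounds screened at 7.5 µM in platelet-rich plasma)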; AID 1663; 300,000 compounds, 0.22% hits; human platelet-rich plasma, SFLLRN dense granule ATP release, luminescence;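 active means mean replicate score, as percent of positive control, at or above 50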
# PolyA inhibitor: inhibitors of polyadenylation in S. cerevisiae | S. cerevisiae SKY197-pL101 polyadenylation reporter, beta-gal luminescence; efflux-impaired pdr1/pdr3 knockout yeast; score 100 = 6 SD above DMSO | calls only at 12 µM | 300,000 compounds, 0.02% hits | AID 1875;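 active means lowest replicate activity score at least 50, where 100 means six control SD above control mean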;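 further: yeast exposed to compound for 9 h at 30 °C; higher score means more reporter readthrough which indicates perturbed polyadenylation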
# hERG protect: hERG (human) protection from proarrhythmic block. 310,000 compounds, 0.51% hits. CHO-hERG, FluxOR thallium flux, dofetilide IC70 present. activation (rescue from dofetilide block), less the hit threshold, % at 10 µM;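 active means activation above the mean of controls blocked by dofetilide plus 5 SD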;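 further: thallium influx through hERG after potassium depolarization seen as dye fluorescence rise; in these data hits start at about 4.7%; inactives centre near -7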
# TRPC4 act: TRPC4 (mouse) channel activation. Q9QUQ5. HEK293 TRPC4beta/mu-opioid, Fluo4 calcium fluorescence; active compounds read high. B-score at 10 µM. 310,000 compounds, 0.49% hits;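 active means B-score above 5 SD of library B-scores, and initial fluorescence ratio not above library mean plus 5 SD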;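 further: positive B-score marks a calcium rise read as TRPC4 activation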
#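 System: HEK293 cells stably co-expressing mouse TRPC4beta and mu-opioid receptor; Schedule: Fluo4 dye loading 45 min at room temperature, 110 s recording; Detection: Fluo4 fluorescence, kinetic; Evaluation: B-scored integrated calcium fluorescence ratio; Controls: buffer (low) and maximal DAMGO (high).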
# TRPC4 inh: blocks the mouse TRPC4 cation channel; 300,000 compounds, 0.39% hits; HEK293 TRPC4beta/mu-opioid, DAMGO-evoked Fluo4 calcium flux; active compounds read low; B-score at 10 µM; Q9QUQ5; AID 2247;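 active means B-score over 3 SD under the library average, no early fluorescence shift, positive overall ratio signal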
#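 Material: HEK293 cells with stable TRPC4beta plus mu-opioid receptor expression; probe or stimulus: DAMGO in two steps, submaximal then maximal; technique: Fluo4 calcium fluorescence by kinetic imaging, 5 s 1 Hz baseline; measure: integrated fluorescence ratio relative to baseline, converted to per-well B score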
# KCNQ1 inh: human KCNQ1 channel inhibition | CHO-K1 KCNQ1, FluxOR thallium flux fluorescence; active compounds read high | 310,000 compounds, 1.3% hits | P51787 | B-score at 10 µM | AID 2642;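 active means compounds whose thallium flux B-score, printed positive for inhibition, exceeds three library SD while starting fluorescence stays within three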;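 further: channel opened by potassium depolarization with thallium stimulus after 20 min compound exposure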
# DYRK1A inh: blocks rat Dyrk1A kinase activity; Q63470; ADP-Glo luminescence, NFATc1 peptide; inhibition, % at 12.5 µM; 310,000 compounds, 0.43% hits; AID 504441; in the data active means inhibition above about 50%;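 further: plate controls were vehicle with enzyme for no effect and no enzyme for full effect; many of its hits are not listed in these tables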
# The depositor's hits bear a star; i = inactive; · = not tested or not shown.
# Below each SMILES – KCNQ1 pot, TRPC4 PAM, KCNK9 inh, KCNK3 inh, Platelet DG rel, PolyA inhibitor, hERG protect, TRPC4 act, TRPC4 inh, KCNQ1 inh, DYRK1A inh
Cn1cccc1/C=N/NC(=O)c1sc2cc(Cl)ccc2c1Cl
 : i, i, i, ·, 4, i, -10, i, i, i, ·
CC(=O)c1c(C)[nH]c(C(=O)CN2C(=O)NC(CCc3ccccc3)C2=O)c1C (centres undefined)
 : i, i, i, i, -3, i, -8, i, i, i, -4
Cc1snc(SCC(=O)c2ccc(F)cc2)c1C#N
 : i, i, i, i, -2, i, -14, i, i, i, -3
O=C(NC(Cc1ccccc1)C(=O)O)/C(=C/c1ccc([N+](=O)[O-])cc1)NC(=O)c1ccccc1Br (centres undefined)
 : i, i, i, i, 3, i, -6, i, i, i, -4
CCOC(=O)c1cc2c(ccc3ccccc32)oc1=O
 : i, i, i, i, 0, i, -6, i, ·, i, ·
COc1cc(OC)c(NC(=O)c2ccoc2C)cc1Cl
 : i, i, i, i, 5, i, -4, i, i, i, 0
COc1cc2nc(CSc3nc(-c4ccc(F)cc4)cs3)[nH]c(=O)c2cc1OC
 : i, i, i, i, 7, i, -7, i, i, i, 6
COc1ccccc1CNC(=O)CSc1ccc(-c2cccc([N+](=O)[O-])c2)nn1
 : i, i, i, i, -1, i, -8, i, i, i, 0
CCOC(=O)N1CCN(C(=O)CSc2nnc(Cc3cccn3C)n2CCc2ccccc2)CC1
 : i, i, i, i, 7, i, -11, i, i, i, 4
OCCC1CN(Cc2cccn2-c2nccs2)CCN1Cc1ccccc1 (centres undefined)
 : i, i, i, i, 19, i, -6, i, i, i, 8
O=C(NCc1ccccc1F)C1CCN(C(=O)NCc2ccccc2)CC1
 : i, i, i, i, -2, i, -9, i, i, i, ·
O=C(c1ccc(OC(F)(F)F)cc1)c1ncc[nH]1
 : i, i, i, i, 0, i, -4, i, i, i, 1
COc1ccc(NS(=O)(=O)c2ccc(SC)cc2)c(OC)c1
 : i, i, i, i, -5, i, -10, i, ·, i, 3
COc1cccc2[nH]c3c(N4CCc5ccccc5C4)ncnc3c12
 : i, i, i, ·, -6, i, -8, i, i, i, ·
COc1ccc(C(=O)NNC(=O)c2cc(C)[nH]n2)cc1
 : i, i, i, i, -2, i, -4, i, i, i, 10
S=C(NCCc1ccccc1)Nc1ccc(Cl)cc1Cl
 : i, i, i, i, 8, i, -7, i, i, 7*, 7
Cc1cc(C)cc(NC(=O)C2CCCN(S(=O)(=O)c3ccc4[nH]c(=O)ccc4c3)C2)c1 (centres undefined)
 : i, i, i, i, 3, i, -7, i, i, i, -15
CC(C)CN(C(=O)COC(=O)c1ccc(Br)o1)c1c(N)n(Cc2ccccc2)c(=O)[nH]c1=O
 : i, i, i, i, 1, i, -15, i, i, i, 16
COc1ccc(C(=O)NNC(=O)c2cccc(F)c2)cc1
 : i, i, i, i, 3, i, -12, i, i, i, -9
COc1ccc(N2CCN(C(=O)CNC(=O)c3nn(-c4ccc(OC)cc4)c(=O)c4ccccc34)CC2)cc1
 : i, i, i, i, -4, i, -6, i, i, i, 2
O=[N+]([O-])c1ccc(CN2CCN(c3nc4ccccc4s3)CC2)cc1
 : i, 19*, i, i, 6, i, 0, i, i, i, 1
c1ccc(-c2nnc(SCc3nnc(-c4cccs4)o3)o2)cc1
 : i, i, i, i, -3, i, -11, i, i, i, 5
CCc1ccc(OCC(=O)Nc2ccc(-c3cc4ccccc4oc3=O)c(OC)c2)cc1
 : i, i, i, i, 8, i, -13, i, i, i, 5
Cc1ccc(OCC(=O)Nc2cccc(S(=O)(=O)N3CCOCC3)c2)c([N+](=O)[O-])n1
 : i, i, i, i, 0, i, -3, i, i, i, 2
CC(=O)Nc1ccc(S(=O)(=O)NCc2cn3c(C)csc3n2)cc1
 : i, i, i, i, 0, i, -1, i, i, i, 17
CC1CCN(S(=O)(=O)c2ccc(-c3nnc(SCc4cccnc4)o3)cc2)CC1
 : i, i, i, i, -5, i, -17, i, i, i, -1
COc1ccccc1NC(=S)N(Cc1ccccc1)Cc1ccccn1
 : i, i, i, i, -5, i, -8, i, i, i, 0
CC(O)[C@@H](NC(=O)C1CCC(CNC(=O)[C@H](Cc2ccccc2)NC(=O)OC(C)(C)C)CC1)C(=O)O (some centres undefined)
 : i, i, i, i, -4, i, -4, i, i, i, -3
Cn1cc(Cl)c(C(=O)N/N=C/c2ccc(OS(=O)(=O)c3ccccc3)cc2)n1
 : i, i, i, i, -2, i, -6, i, i, i, -2
NS(=O)(=O)c1cc(C2(O)NC(=O)c3ccccc32)ccc1Cl (centres undefined)
 : i, i, i, i, 1, i, -4, i, i, i, -4
CCOc1ccc2nc(NC(=O)CSc3nc4c(c(=O)n(C)c(=O)n4C)n3C(C)C)sc2c1
 : i, i, i, i, -3, i, -9, i, i, i, 2
C#CCSc1cc(C(F)(F)F)nc(-c2ccccn2)n1
 : i, i, i, i, -1, i, -10, i, i, i, -1
Cc1ccc(SCC(=O)Nc2c(Br)cnn2C)cc1
 : i, i, i, i, -4, i, -4, i, i, i, 7
O=C(NCC1CCCN(Cc2cccc(OCCO)c2)C1)c1ccc(F)cc1 (centres undefined)
 : i, i, i, i, 5, i, -14, i, i, i, -2
N#Cc1c(-c2ccc(F)cc2)ccnc1N1CCOCC1
 : i, i, i, i, 1, i, -3, i, ·, i, -1
COc1cccc(-c2nc(C(=O)NCC3CCCO3)cc3c2[nH]c2ccccc23)c1 (centres undefined)
 : i, i, -6.8*, -11*, 1, i, -25, i, i, i, 4
CCCS(=O)(=O)NCCc1cc2c(C)ccc(C)c2[nH]c1=O
 : i, i, i, i, 20, i, -11, i, i, i, 3
O=C(CCC(=O)N1CCN(c2ccccc2F)CC1)N1CCN(c2ccc(F)cc2)CC1
 : i, i, i, i, -4, i, -9, i, i, i, -1
CCOC(=O)c1c(-c2cccc([N+](=O)[O-])c2)csc1N
 : i, i, i, i, 1, i, -11, i, i, i, 1
NNC(=O)c1ccc(S(=O)(=O)N2CCc3ccccc32)cc1
 : i, i, i, i, -3, i, -5, i, i, i, 4
Cc1cc(OCC(=O)NC2CC2)c2c(C)c(C)c(=O)oc2c1
 : i, i, i, i, -1, i, -1, i, i, i, -3
N#C/C(=C(/O)COc1ccccc1)c1nc2ccccc2s1
 : i, i, i, i, -9, i, -16, i, i, i, -2
CC1CC(C)CN(C(=O)COC(=O)CCc2nc3ccccc3c(=O)[nH]2)C1 (centres undefined)
 : i, i, i, i, -6, i, -6, i, i, i, -3
Cc1ccc(CNC(=O)CCC2CCCN(Cc3cccc4c3OCO4)C2)o1 (centres undefined)
 : i, i, i, i, 1, i, -13, i, i, i, 3
CC1CCN(c2oc(Cc3cccc4ccccc34)nc2C#N)CC1
 : i, i, i, i, 0, i, -8, i, i, 8*, 7
COc1ccccc1Cn1nnc2c(=O)[nH]c(C3CCN(C(=O)c4ccc(F)cc4)CC3)nc21
 : i, i, i, i, 11, i, -14, i, i, i, 4
COCCN(CCOC)C(=O)COC(=O)c1cc([N+](=O)[O-])ccc1Cl
 : i, i, i, i, 15, i, -15, i, i, i, 4
COc1ccc(N(C(=O)c2snc(C(N)=O)c2N)C(C(=O)NC2CCCCC2)c2ccc(F)cc2)c(OC)c1 (centres undefined)
 : i, i, i, i, 3, i, -5, i, i, i, 0
COc1ccc(CNC(=O)c2ccc(S(=O)(=O)N3CCCC3)cc2)cc1OC
 : i, i, i, i, -2, i, -4, i, i, i, 3
Cc1ccc(N=Nc2ccc3ccccc3c2O)cc1
 : i, i, i, i, 2, i, -14, i, i, i, 4

# Compound profiles, as listed above. Screens in order: KCNQ1 pot, TRPC4 PAM, KCNK9 inh, KCNK3 inh, Platelet DG rel, PolyA inhibitor, hERG protect, TRPC4 act, TRPC4 inh, KCNQ1 inh, DYRK1A inh
# Shown for COCCN(CCOC)C(=O)COC(=O)c1cc([N+](=O)[O-])ccc1Cl = i, i, i, i, 15, i, -15, i, i, i, 4
# Shown for Cc1cc(OCC(=O)NC2CC2)c2c(C)c(C)c(=O)oc2c1 = i, i, i, i, -1, i, -1, i, i, i, -3

# Continued.
# Below each SMILES – KCNQ1 pot, TRPC4 PAM, KCNK9 inh, KCNK3 inh, Platelet DG rel, PolyA inhibitor, hERG protect, TRPC4 act, TRPC4 inh, KCNQ1 inh, DYRK1A inh
CCc1ccccc1-n1nnnc1SCC(=O)Nc1cc(C)on1
 : i, i, i, i, 3, i, -4, i, i, i, 5
Clc1cccc(Cl)c1COc1ccncc1
 : i, i, i, i, 1, i, -6, i, i, i, 5
Cc1cccc(CCNS(=O)(=O)c2ccc3c(c2)NC(=O)CS3)c1
 : i, i, i, i, 10, i, -3, i, i, i, 0
COc1ccc(C2c3ccc(O)cc3Oc3ncn(CCN4CCOCC4)c(=N)c32)cc1 (centres undefined)
 : i, i, i, i, -3, i, -13, i, i, i, 1
Cc1ccc(NC(=O)Cn2cc(C(F)(F)F)cc(Cl)c2=O)cc1S(=O)(=O)N1CCCCC1
 : i, i, i, i, -3, i, -8, i, i, i, ·
Cc1cccc(N(CC(=O)NCc2ccc3c(c2)OCO3)C(=O)CCC(=O)Nc2ccccn2)c1
 : i, i, i, i, 2, i, -10, i, i, i, 0
O=C(CN1CCN(Cc2ccccc2)C1=O)NCCCN1CCOCC1
 : i, i, i, i, -41, i, -9, i, i, i, 3
CCc1ccc(C(=O)COC(=O)CNC(=O)c2ccc(N3C(=O)c4ccccc4C3=O)cc2)cc1
 : i, i, i, i, 4, i, -6, i, i, i, 4
CCOc1cc(N2CCCC2)ccc1[N+](=O)[O-]
 : i, i, i, i, 1, i, 3, i, i, i, -6
COc1ccc(N(CN2C(=O)C3CC=CCC3C2=O)C(=O)c2ccco2)cc1 (centres undefined)
 : i, i, i, i, 6, i, -2, i, i, i, 0
COc1cc(OC)c2ccc(=O)oc2c1C(CCN1CCN(c2ccccc2)CC1)c1ccc2c(c1)OCO2 (centres undefined)
 : i, i, i, i, -2, i, -8, i, i, i, 2
Cc1ccc(C(C)C)cc1C(=O)CC1(O)C(=O)N(C)c2ccccc21 (centres undefined)
 : i, i, i, i, 1, i, -6, i, i, i, -2
O=C(O)c1cccc(-c2ccc(/C=N/n3cnnc3)o2)c1
 : i, i, i, i, -3, i, -4, i, i, i, 33

# These rows are one share of the data; count on the stated rates, not on these rows.
